High-throughput results: PubChem, several laboratories
PfHsp40 rescue: rescue of yeast from PfHsp40 toxicity, primary screen, S. cerevisiae, ATP luminescence; S. cerevisiae expressing PfHsp40, growth rescue; growth rescue, % at 12.5 µM; hit rate 0.68% among 340,000; AID 504582, 2011; in the data active means growth rescue above about 28%, passing the limit was not always enough;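 further: yeast W303a lacking pdr1 and pdr3 grown in galactose medium; growth measured after three days at 30 °C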
TcdB inh: TcdB glycohydrolase inhibitors, primary screen, biochemical, single point, plate reader; Toxin B (Clostridioides difficile), P18177; TcdB glycohydrolase enzymatic assay; inhibition, % at 9.99 µM; hit rate 0.24% among 350,000; AID 652162, 2013; in the data active means inhibition above about 10%
Target sequence (P18177 whole entry, looked up): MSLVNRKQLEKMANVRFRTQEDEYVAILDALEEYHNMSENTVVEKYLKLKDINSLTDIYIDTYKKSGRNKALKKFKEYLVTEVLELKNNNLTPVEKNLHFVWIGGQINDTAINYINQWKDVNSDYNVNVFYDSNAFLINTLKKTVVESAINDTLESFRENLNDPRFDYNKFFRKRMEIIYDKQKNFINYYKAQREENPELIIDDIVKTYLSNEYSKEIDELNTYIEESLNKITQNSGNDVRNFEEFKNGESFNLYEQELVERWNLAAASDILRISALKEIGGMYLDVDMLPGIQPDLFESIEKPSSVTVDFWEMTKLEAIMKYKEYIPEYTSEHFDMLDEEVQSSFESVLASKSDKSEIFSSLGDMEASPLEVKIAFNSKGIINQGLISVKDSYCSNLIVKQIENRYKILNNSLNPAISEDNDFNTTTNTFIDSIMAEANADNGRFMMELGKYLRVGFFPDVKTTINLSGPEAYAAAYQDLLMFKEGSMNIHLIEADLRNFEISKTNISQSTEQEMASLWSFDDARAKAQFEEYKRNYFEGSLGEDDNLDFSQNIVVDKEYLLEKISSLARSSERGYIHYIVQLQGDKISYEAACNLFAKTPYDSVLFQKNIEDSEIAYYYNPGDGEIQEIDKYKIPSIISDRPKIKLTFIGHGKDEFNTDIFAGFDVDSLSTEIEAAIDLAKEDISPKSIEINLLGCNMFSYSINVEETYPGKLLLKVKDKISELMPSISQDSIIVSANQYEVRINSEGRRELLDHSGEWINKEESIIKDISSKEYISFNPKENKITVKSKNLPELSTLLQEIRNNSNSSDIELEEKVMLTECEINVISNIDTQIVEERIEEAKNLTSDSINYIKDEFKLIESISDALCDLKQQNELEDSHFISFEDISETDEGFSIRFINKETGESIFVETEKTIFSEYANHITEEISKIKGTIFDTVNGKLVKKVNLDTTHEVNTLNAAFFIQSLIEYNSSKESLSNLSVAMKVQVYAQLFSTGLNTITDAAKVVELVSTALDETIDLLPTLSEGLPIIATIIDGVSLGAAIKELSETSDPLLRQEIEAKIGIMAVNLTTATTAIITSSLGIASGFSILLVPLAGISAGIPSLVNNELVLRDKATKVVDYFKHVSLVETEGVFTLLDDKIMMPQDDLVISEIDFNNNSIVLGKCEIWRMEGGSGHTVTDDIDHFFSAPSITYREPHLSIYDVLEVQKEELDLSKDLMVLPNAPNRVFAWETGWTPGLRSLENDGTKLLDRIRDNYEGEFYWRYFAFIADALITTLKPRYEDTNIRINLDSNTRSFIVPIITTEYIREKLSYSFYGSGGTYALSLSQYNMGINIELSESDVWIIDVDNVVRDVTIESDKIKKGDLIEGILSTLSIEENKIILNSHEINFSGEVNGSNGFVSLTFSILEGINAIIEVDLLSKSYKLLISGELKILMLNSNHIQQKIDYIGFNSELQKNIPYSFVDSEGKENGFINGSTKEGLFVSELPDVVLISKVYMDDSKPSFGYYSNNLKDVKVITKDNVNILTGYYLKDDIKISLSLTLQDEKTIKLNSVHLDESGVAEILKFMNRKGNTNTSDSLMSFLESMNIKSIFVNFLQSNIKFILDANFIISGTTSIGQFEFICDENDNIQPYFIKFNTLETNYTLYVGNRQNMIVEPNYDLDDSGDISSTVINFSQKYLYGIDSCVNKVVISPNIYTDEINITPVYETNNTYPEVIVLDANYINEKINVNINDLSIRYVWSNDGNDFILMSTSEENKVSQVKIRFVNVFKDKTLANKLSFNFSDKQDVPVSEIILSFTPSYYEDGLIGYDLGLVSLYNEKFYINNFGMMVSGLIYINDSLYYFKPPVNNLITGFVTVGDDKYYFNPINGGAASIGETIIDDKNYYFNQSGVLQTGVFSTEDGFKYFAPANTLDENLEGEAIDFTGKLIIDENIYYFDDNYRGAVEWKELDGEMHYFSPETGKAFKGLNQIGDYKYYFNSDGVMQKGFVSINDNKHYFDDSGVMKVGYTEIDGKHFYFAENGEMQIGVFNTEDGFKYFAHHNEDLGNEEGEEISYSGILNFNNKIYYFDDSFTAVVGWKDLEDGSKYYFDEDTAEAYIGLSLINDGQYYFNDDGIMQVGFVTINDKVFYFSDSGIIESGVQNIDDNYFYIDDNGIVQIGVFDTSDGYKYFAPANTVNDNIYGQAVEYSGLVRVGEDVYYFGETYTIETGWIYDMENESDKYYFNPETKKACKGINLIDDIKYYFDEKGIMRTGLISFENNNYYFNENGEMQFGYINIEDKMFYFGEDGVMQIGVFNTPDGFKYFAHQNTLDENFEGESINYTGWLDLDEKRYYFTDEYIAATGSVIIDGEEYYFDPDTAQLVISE
Y pestis TopoI: Yersinia pestis topoisomerase I inhibitors, primary screen, biochemical, cleavage product accumulation, plate reader, single point | DNA topoisomerase I (Yersinia pestis CO92) | Y. pestis Topo-I cleavage product accumulation | activity, % at 10 µM | hit rate 0.064% among 360,000 | AID 504884, 2011; in the data active means activity above about 50%, passing the limit was not always enough; further: inactives centre near 2
BoNT-A LC inh2: BoNT/A light chain protease inhibitors, primary screen, biochemical, flow cytometry, MLPCN library; AID 588499, 2011; multiplex microsphere protease substrate cleavage; Botulinum neurotoxin type A light chain protease (Clostridium botulinum A str. ATCC 3502); hit rate 0.17% among 360,000; inhibition, % at 10 µM; further: plate controls were buffer without enzyme for full effect and enzyme alone for no effect
Vc quorum ag: inducers of Vibrio cholerae quorum light production without autoinducers, primary screen, BH1578 luxS cqsA deficient, single point; V. cholerae BH1578 lux reporter, luminescence, 6 h; AID 588436, 2011; hit rate 0.16% among 350,000; activation, % at 18.7 µM; in the data active means activation mostly above about 9.7%, no sharp cut-off; further: not every result past the cut was called active; inactives centre near 0; reference of the scale not given here
Anthrax LF prot: Bacillus anthracis LF protease inhibitors, primary screen, biochemical, multiplex microsphere, MLPCN library. Lethal factor (Bacillus anthracis), P15917. multiplex microsphere protease cleavage assay. inhibition, % at 10 µM. hit rate 0.12% among 360,000; further: plate controls were buffer without enzyme for full effect and enzyme alone for no effect
PrPC surface inh: inhibitors of human cell surface prion protein PrPC, primary screen, cell-based, TR-FRET; Major prion protein (Homo sapiens), P04156; TR-FRET read-out; inhibition, % at 13.8 µM; hit rate 0.43% among 370,000; in the data active means inhibition above about 24%; further: 0% = median of the test wells and 100% = reference compound wells
SSB-PriA inh: inhibitors of Klebsiella pneumoniae PriA binding to SSB C-terminal tail, primary screen, biochemical, AlphaScreen; PriA–SSB C-terminal tail interaction (Klebsiella pneumoniae); AlphaScreen SSBct-PriA binding, biotinylated peptide; inhibition, % at 33 µM; hit rate 0.6% among 430,000; AID 1272365, 2023; in the data active means inhibition mostly above about 37%, no sharp cut-off; inactive means mostly below about 20%;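 further: plate controls were negative control peptide for no effect and reference peptide for full effect; strong numbers were not always called active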
3CLpro inhibitor: SARS-CoV 3CLpro protease inhibitors, primary screen, biochemical, quenched FRET | recombinant SARS-CoV 3CLpro, quenched FRET peptide cleavage | AID 1706, 2009 | Replicase polyprotein 1ab (Severe acute respiratory syndrome coronavirus), P0C6X7 | hit rate 0.14% among 290,000 | inhibition, % at 6 µM; in the data active means inhibition above about 12%
Numbers without * were called inactive; i = inactive; · = no result given; & = joins results of further samples. Unless noted, no stated cut-off is given here; in the data, active means inhibition above about 30%; inconclusive means no clear call, values can overlap the other calls; inactive means below that. Not all compounds are listed, so the mix of outcomes need not match the whole.

SMILES	PfHsp40 rescue	TcdB inh	Y pestis TopoI	BoNT-A LC inh2	Vc quorum ag	Anthrax LF prot	PrPC surface inh	SSB-PriA inh	3CLpro inhibitor
CC1=NN(c2nc3ccccc3[nH]2)C(=O)/C1=C/N(C)C	-7.7	·	-3.8	-0.3	-0.3	1.6	·	12.7	0.8
S=c1[nH]nc(-c2cc(-c3ccccc3)n[nH]2)n1/N=C/c1c2ccccc2cc2ccccc12	8.4	·	-5.4	21.8	i	9.8	·	·	3.2
CCN(CC)S(=O)(=O)c1ccc(N2CCCC2)c(NC(=O)c2c(-c3ccccc3)noc2C)c1	0.5	2.2	-2.4	6.7	0.9	15.1	-3.6	10.5	3.0
CCN(C[C@H]1N[C@@](Cc2ccccc2)(C(=O)OC)[C@H]2C(=O)N(C)C(=O)[C@@H]12)C(C)=O	-0.4	-0.3	4.4	-0.8	i	-0.1	-0.1	-3.8	·
CCc1cc(C(=O)NNC(=O)CCl)sc1C	0.0	-0.9	4.7	-0.2	-0.3	-6.1	-16.8	-3.4	2.1
CN(C)c1ccc(S(=O)(=O)NCC(=O)N2CCN(S(=O)(=O)c3cccc(F)c3)CC2)cc1[N+](=O)[O-]	-0.1	-2.1	12.4	0.4	-2.7	6.3	-0.5	5.9	·
CN(C)c1ccc(-c2ccc([C@H]3[C@@H]4C=CCC[C@@]4(C)C(=O)N3Cc3ccccc3)c(F)c2)cc1	0.1	0.3	-9.4	-0.6	-0.9	-0.7	1.5	6.8	·
O=S(=O)(c1ccc(Cl)nc1)N1CCN(c2ncccn2)CC1	0.5	0.8	7.5	-0.8	-2.4	-3.8	3.3	1.3	2.7
COc1ccc(C2/C=C\CN(C(=O)OCC3c4ccccc4-c4ccccc43)CC(=O)N2Cc2cccc(F)c2)cc1 (stereo unspecified)	0.2	1.3	46.7	-0.4	0.0	-0.4	10.9	-9.2	·
O=c1c(F)cn(C2CCCO2)c(=O)n1Cc1ccccc1F (stereo unspecified)	-1.6	0.2	-1.8	-0.3	-4.8	-7.2	2.3	-4.8	0.7
Cc1ccc(OC(=O)C(C)c2cccc(C(=O)c3ccccc3)c2)cc1 (stereo unspecified)	0.1	1.0	0.8	0.3	1.8	0.0	-0.7	-26.6	0.8
COc1ccc(CCN2C(=O)/C(=C\c3ccco3)SC2=S)cc1OC	-1.5	0.1	-4.2	17.4	-0.2	9.1	-2.9	8.8	3.5
Cc1cccn2c(=O)c3cc(C(=O)NC4CCCCC4)c(=N)n(Cc4ccc(F)cc4)c3nc12	7.9	-0.1	9.7	9.6	-0.4	11.8	-7.7	-20.7	-9.5
Cc1cnn(C(=O)c2oc3ccccc3c2C)c1	0.5	0.6	3.1	3.2	i	2.2	·	-1.8	-5.7
COc1ccc(NC(=O)CN2CCN(c3c(C)cccc3C)CC2)cc1	2.1	0.6	0.6	1.0	2.4	-3.0	0.7	8.0&-10.1	-9.0
CCS(=O)(=O)N1CCC(C(=O)NCc2ccc(OC)cc2)CC1	-1.7	0.8	7.5	-1.0	i	-3.1	6.0	-1.0	-3.1
O=C(NCc1ccc(F)cc1)c1cc(S(=O)(=O)N2CCCCC2)ccc1Cl	1.8	-3.5	6.4	0.1	0.5	2.6	16.4	-6.6	·
CC1C/C(=N/Nc2nc3ccccc3[nH]2)CC(C)(C)C1 (stereo unspecified)	3.4	1.6	1.4	-0.5	-0.3	-1.8	-4.7	·	0.8
CCOC(=O)N/N=C(\C)c1ccc(Oc2ncccn2)cc1	1.6	0.9	0.6	-0.7	i	-5.8	4.2	·	1.6
O=C(O)C1=C[C@H](c2ccc(C(F)(F)F)cc2)C[C@H](OCCCCO)O1	-1.2	-1.1	14.0	0.1	i	3.3	0.1	-3.3	·
CCOc1ccc(S(=O)(=O)Nc2cc(S(=O)(=O)N(CC)CC)ccc2N2CCCC2)cc1	0.2	·	2.8	0.3	i	0.1	11.3	11.3	9.7
O=P1(NCc2ccco2)COc2ccccc2OC1	-0.6	·	-1.5	0.2	i	1.6	1.8	-17.8	0.5
COc1cc(-c2cc(OC)c3c(C)oc(C)c3c(=O)c2)ccc1O	0.0	3.7	4.0	1.8	-0.5	-0.4	-15.2	0.2	-2.2
O=S(=O)(NC1CCCCC1)c1ccc(Cl)s1	0.3	1.1	10.4	6.5	i	5.6	-0.2	-4.7	-3.9
Cc1nc(N)sc1N=Nc1ccc(Br)cc1	2.1	·	-30.7	-1.2	-0.3	-18.2	-3.1	59.5	4.1
CCc1nc2ccc(C(=O)N3CCN(S(=O)(=O)CC)CC3)cn2c1N(CC)C(=O)NCCc1ccccc1	·	1.9	4.2	-0.3	-0.5	-1.7	6.3	·	·
COc1ccc(-c2nn(-c3ccccc3)cc2/C=N/n2cnnc2)cc1OC	-0.5	·	30.7	0.2	-12.5	-6.3	-5.3	·	0.0
O=C(Nc1cc(S(=O)(=O)N2CCCCC2)ccc1Cl)c1ccc(F)cc1	0.2	1.3	14.9	-0.2	-2.6	-12.7	-5.2	-16.1	·
CCN(CC)CCCNC(=O)c1nn2c(C(F)(F)F)cc(-c3ccccc3)nc2c1Cl	-0.8	1.8	-12.4	-1.3	-1.0	3.0	-24.6	8.1	0.1
Cc1ccc(S(=O)(=O)NC(=O)Nc2cccc(S(=O)(=O)N(C)C)c2)cc1	-0.1	-0.7	3.9	2.3	i	1.4	-3.2	-13.1	·
CCOC(=O)N1CCC(NC(=O)c2ccc3c(c2)N(Cc2ccc(C)cc2)CCS3)CC1	1.1	1.7	-5.0	-0.4	0.3	-11.5	-0.7	-2.9	-3.8
CCOc1ccc(N2C(=O)c3cccnc3C2Nc2ccc(C)cc2)cc1 (stereo unspecified)	-0.7	·	-8.6	0.2	-1.0	0.3	-0.8	-5.1	-0.8
COc1ccc([C@H]2CC(=O)C[C@@H](CCn3cc(-c4cccnc4)nn3)O2)cc1	·	0.8	·	1.0	·	-15.1	-6.9	·	·
Cc1nc(N2CCN(C(=O)c3ccco3)CC2)nc2c1C(=O)CC(C)C2 (stereo unspecified)	4.6	-3.1	3.3	-0.7	i	-0.3	3.5	-10.7	1.9
CC(=O)N1CCN(S(=O)(=O)c2cccc(C(=O)Nc3nc4ccccc4[nH]3)c2)CC1	6.9	·	-6.3	2.3	i	-3.5	2.6	10.8	4.0
CCN(CC)c1ccc(-c2nnc(SCC(=O)Nc3ccccc3C#N)n2-c2ccccc2)cc1	0.6	·	23.5	-0.1	i	0.6	2.9	17.6	2.6
CCOC(=O)c1c(C)[nH]c(-c2csc(C)n2)c1C	-0.7	0.5	-4.6	-1.2	i	-4.1	0.3	14.6	4.5
CCCSC1=C(C#N)C(c2cccnc2)C(C(=O)OCC)=C(c2ccccc2)N1 (stereo unspecified)	-0.7	·	28.4	0.0	i	-0.2	5.0	-14.4	-3.1
CN(CC(=O)Nc1ccccc1Br)C(=O)c1ccncc1	-1.4	2.4	3.8	0.5	i	-3.2	-6.1	-10.3	-3.7
CN1CCN(C(=O)CCCN2C(=O)/C(=C/c3ccccc3)SC2=S)CC1	1.2	0.0	24.0	-1.0	-0.5	1.3	-8.1	2.8	2.1
CCCCc1nc(Cl)c(CO)n1Cc1ccc(-c2ccccc2-c2nn[nH]n2)cc1	0.2	-2.7	1.2	-0.3	i	-6.3	8.7	·	-3.3
COc1ccc(C(=O)OCc2cc(=O)n3c(C)csc3n2)cc1F	-0.8	0.3	-5.7	-1.0	1.4	-6.7	-3.4	-7.9	·
COc1cc2c(c(OC)c1OC)-c1ccc(N(C)CC(OC)OC)c(=O)cc1[C@@H](NC(C)=O)CC2	10.8	1.0	4.2	1.9	i	-3.2	-3.6	-7.7	-3.5
CCOC(=O)N1CCC(NC(=O)CSCc2cnn(-c3ccccc3)c2-n2cccc2)CC1	0.1	·	25.9	0.2	1.0	-3.0	-3.8	-9.8	1.4
COC(=O)c1cn(-c2nc(C)c3c(n2)CCC3)nn1	-0.1	0.9	1.9	-0.7	-2.8	-0.8	-3.9	-3.4	1.5
O=C(COC(=O)/C=C/c1ccc(S(=O)(=O)N2CCCCCC2)cc1)NCc1ccccc1Cl	-2.2	-1.0	27.8	-0.5	-0.3	1.4	-1.2	-0.8	-0.6
COc1ccc(Nc2nnc(Cc3ccccc3)c(=O)[nH]2)c(OC)c1	-0.3	·	-4.2	0.2	-0.7	-2.1	-0.7	-11.8	3.7
COC(=O)C1=C(C)NC(C)=C(C(=O)OC)C1C(=O)OC(C)C(=O)c1ccccc1 (stereo unspecified)	-0.1&5.0	2.3&-0.8	1.8&8.1	-0.6&0.7	-0.2	-11.6&0.6	-8.9&1.0	-6.6	2.5
Cc1ccc(NC(=O)/C(=C/c2cccc(Br)c2)NC(=O)c2ccco2)cc1	-0.7	·	-1.0	-0.7	i	-0.2	5.5	3.8	5.1
O=C1CCc2cc(NS(=O)(=O)c3ccc(Cl)cc3)cc3c2N1CC3	1.4	1.0	-6.7	-0.8	-0.4	-0.1	6.8	-10.6	·
Cc1nc(C)c(-c2nnc(-c3ccccc3Cl)o2)cc1C(=O)NN	-0.4	0.0	1.2	-0.2	0.1	4.5	4.3	-6.1	-0.6
Cc1cc(NC(=O)Cc2cn3ccsc3n2)n(-c2ccccc2)n1	0.4	·	-4.4	-0.5	0.6	4.7	2.9	4.1	2.6
CCOC(=O)c1cnc(SCc2nc(N)nc(Nc3ccc(C)cc3)n2)nc1N	-1.1	·	2.3	0.2	2.6	-0.3	2.9	-7.9	-1.2

Sorted by molecular weight (smallest number first): some entries from above.
SMILES	PfHsp40 rescue	TcdB inh	Y pestis TopoI	BoNT-A LC inh2	Vc quorum ag	Anthrax LF prot	PrPC surface inh	SSB-PriA inh	3CLpro inhibitor
Cc1cc(NC(=O)Cc2cn3ccsc3n2)n(-c2ccccc2)n1	0.4	·	-4.4	-0.5	0.6	4.7	2.9	4.1	2.6
COc1ccc(Nc2nnc(Cc3ccccc3)c(=O)[nH]2)c(OC)c1	-0.3	·	-4.2	0.2	-0.7	-2.1	-0.7	-11.8	3.7
O=C1CCc2cc(NS(=O)(=O)c3ccc(Cl)cc3)cc3c2N1CC3	1.4	1.0	-6.7	-0.8	-0.4	-0.1	6.8	-10.6	·
COC(=O)C1=C(C)NC(C)=C(C(=O)OC)C1C(=O)OC(C)C(=O)c1ccccc1 (stereo unspecified)	-0.1&5.0	2.3&-0.8	1.8&8.1	-0.6&0.7	-0.2	-11.6&0.6	-8.9&1.0	-6.6	2.5
CCCCc1nc(Cl)c(CO)n1Cc1ccc(-c2ccccc2-c2nn[nH]n2)cc1	0.2	-2.7	1.2	-0.3	i	-6.3	8.7	·	-3.3
O=C(COC(=O)/C=C/c1ccc(S(=O)(=O)N2CCCCCC2)cc1)NCc1ccccc1Cl	-2.2	-1.0	27.8	-0.5	-0.3	1.4	-1.2	-0.8	-0.6

Quoted from the listing:
For Anthrax LF prot, `COc1cc2c(c(OC)c1OC)-c1ccc(N(C)CC(OC)OC)c(=O)cc1[C@@H](NC(C)=O)CC2` shows -3.2
For PfHsp40 rescue, `Cc1ccc(NC(=O)/C(=C/c2cccc(Br)c2)NC(=O)c2ccco2)cc1` shows -0.7
